Integrin act MD – activators of alpha7 integrin expression for muscular dystrophy | AID 624291 | alpha7betagal myoblasts, beta-gal FDG fluorescence, 48 h | Potency, µM (titrated, usually from 38.3 µM), without a hit: top-dose activation, hits mostly activators | 350,000 compounds, 0.064% hits;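 also: potency is read from the fitted curve at half-maximal effect; 100% = response of the positive control SU9516; nearly all actives have a fitted effect of over 60% in size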
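Alpha7betagal+/- myoblasts (passage 13) were plated 16-24 hr, then exposed to compounds (1:260 dilution of DMSO stock) for 48 hours at 37C. After MPER lysis, β-galactosidase reporter activity was read as FDG fluorescence (ex 480/em 540) after 30 minutes.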
A-T KAP1 phos – candidate therapy for ataxia-telangiectasia; […] A-T fibroblasts, KAP-1 phosphorylation AlphaLISA; neocarzinostatin DNA damage 30 min before lysis; Potency, µM (series often up to 57.5 µM), without a hit: top-dose activation, most hits filed as activators; 320,000 compounds, 0.19% hits; AID 485349; also: potency is read from the fitted curve at half-maximal effect; % of control where 0% means no effect; nearly all actives have a fitted effect of over 45% in size
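hTERT-immortalized A-T patient fibroblasts ([…]), 500 cells/well in OPTI-MEM, 1% FBS, got compounds for 60 min, then NCS for 30 min at 37C. Lysates were then assayed for phospho-KAP-1 by AlphaLISA (anti-pKAP1 donor, anti-KAP1 acceptor beads), 6 hr at 25C.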
MBNL1-CUG inh – MBNL1-poly(CUG) RNA binding inhibition. Q9NR56. TR-FRET MBNL1-His/biotin-(CUG)12 binding, 665/545 ratio. Potency, µM (highest dose often 57.5 µM), for the others: at the highest dose activity change, negative = inhibition, most hits filed as inhibitors. 280,000 compounds, 0.036% hits. AID 2675; active = well fitted inhibition curve with a large enough effect in the signal ratio, with a control signal flat, not every such curve was filed as active; inconclusive = small, poorly fitted or top-dose-only effect, or effect the other way, or a change in a side signal; inactive = no such curve, though single readings can be large or run the other way; the % refers to the signal ratio; also: potency is read from the fitted curve at half-maximal effect; % is scaled to controls: 0 for no effect and ±100 for the full control effect
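Inhibition of protein-RNA binding appears as loss of TR-FRET between terbium anti-His antibody on MBNL1-His and streptavidin-XL665 on biotin-(CUG)12. Activity is normalized to buffer-only and uninhibited-complex controls.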
TCR activator – activates T cell receptor signaling; Potency, µM (highest dose often 9.22 µM), for the others: at the highest dose activation of IL-2 secretion, actives largely listed as activators; 330,000 tested, under 10 active; primary human leukocytes, anti-CD3, IL-2 HTRF, 48 h; also: % of control where 0% means no effect
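Primary human leukocytes incubated 48 hr with anti-CD3 beads plus compound, without co-stimulation. Secreted IL-2 measured by HTRF (europium cryptate/d2 anti-IL-2 pair, 320 nm excitation, 665 nm emission).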
CXXC DNA block – MLL CXXC-DNA interaction inhibition | Q03164 | MLL-CXXC / FITC-HOXA9 DNA fluorescence polarization | Potency, µM (top dose mostly 115 µM), for the others: at the highest dose activity change, negative = inhibition, actives largely listed as inhibitors | 290,000 compounds, 0.037% hits; active = well fitted inhibition curve with a large enough effect in the polarisation, with a control signal flat, not every such curve was filed as active; inconclusive = small, poorly fitted or top-dose-only effect, or effect the other way, or a change in a side signal; inactive = no such curve, though single readings can be large or run the other way; the % refers to the polarisation; also: potency is read from the fitted curve at half-maximal effect
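Steps: dispense CXXC domain solution (7 uM) → pin compounds or unlabeled HOX-A9 DNA control → 5 min ambient → add FLSN-HOX-A9 solution (50 nM) → spin → 30 min ambient → fluorescence polarization. Tris pH 7.5/NaCl/DTT/BSA buffer.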
PTAP TSG101 blk – blocks PTAP/TSG101 interaction to inhibit HIV-1 budding | Q99816 | Fluorescence polarization, FITC-PTAP peptide / Tsg101 binding | Potency, µM (titrated, usually from 115 µM), for inactives: top-dose activity change, negative = inhibition, most hits filed as inhibitors | 340,000 tested, under 10 active; active = well fitted inhibition curve with a large enough effect in the main read-out, with a control signal flat, not every such curve was filed as active; inconclusive = small, poorly fitted or top-dose-only effect, or effect the other way, or a change in a side signal; inactive = no such curve, though single readings can be large or run the other way; also: potency is read from the fitted curve at half-maximal effect; % of control where 0% means no effect
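FP read-out: FITC-PTAP peptide, 50 nM final, binding Tsg101 binding domain, 10 uM final; 20 min, r.t.; 10 mM HEPES pH 7.5, 0.15 M NaCl, 0.01% Tween 20, 3 mM EDTA, 0.1 mM TCEP.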
Menin MLL FP TR – displaces Texas Red mutant MLL peptide from human menin. O00255. Menin + Texas Red MLL mutant peptide, fluorescence polarization. Potency, µM (highest dose often 61.6 µM), for inactives: at the top dose FP activity change, negative = inhibition, most hits filed as inhibitors. 270,000 compounds, 0.23% hits; active = well fitted inhibition curve with a large enough effect in the polarisation, with a control signal flat, not every such curve was filed as active; inconclusive = small, poorly fitted or top-dose-only effect, or effect the other way, or a change in a side signal; inactive = no such curve, though single readings can be large or run the other way; the % refers to the polarisation; also: potency is read from the fitted curve at half-maximal effect; % of control where 0% means no effect; many of its hits are not listed in these tables
ASM inhibitor – inhibitors of human secretory acid sphingomyelinase | P17405 | placental ASM, HMU-PC fluorogenic substrate, 60 min | Potency, µM (highest dose often 57.5 µM), for the others: at the highest dose activity change, negative = inhibition, usual class: inhibitors | 340,000 compounds, 0.006% hits | AID 504937; also: potency is read from the fitted curve at half-maximal effect
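Fluorogenic HMU-PC substrate (9 uM final) is turned over by placental ASM in 60 min at 37 C after a 10 min compound preincubation. Reaction ended by alkaline stop (pH 10), with fluorescence read at 386/447 nm.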
TSHR antag – blocks TSH signaling through the human TSH receptor; activity change, negative = inhibition, % at 11.5 µM; AID 504810; 330,000 compounds, 0.2% hits; TSHR-expressing cells, TSH-stimulated cAMP HTRF, 2 h; hits give low values; P16473;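 active = activity change below a set negative limit, meaning inhibition stronger than a set level, cut at about -70% in these data; inconclusive = activity change between two set negative limits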; also: % is scaled to controls: 0 for no effect and ±100 for the full control effect
Target sequence (P16473 whole entry, looked up): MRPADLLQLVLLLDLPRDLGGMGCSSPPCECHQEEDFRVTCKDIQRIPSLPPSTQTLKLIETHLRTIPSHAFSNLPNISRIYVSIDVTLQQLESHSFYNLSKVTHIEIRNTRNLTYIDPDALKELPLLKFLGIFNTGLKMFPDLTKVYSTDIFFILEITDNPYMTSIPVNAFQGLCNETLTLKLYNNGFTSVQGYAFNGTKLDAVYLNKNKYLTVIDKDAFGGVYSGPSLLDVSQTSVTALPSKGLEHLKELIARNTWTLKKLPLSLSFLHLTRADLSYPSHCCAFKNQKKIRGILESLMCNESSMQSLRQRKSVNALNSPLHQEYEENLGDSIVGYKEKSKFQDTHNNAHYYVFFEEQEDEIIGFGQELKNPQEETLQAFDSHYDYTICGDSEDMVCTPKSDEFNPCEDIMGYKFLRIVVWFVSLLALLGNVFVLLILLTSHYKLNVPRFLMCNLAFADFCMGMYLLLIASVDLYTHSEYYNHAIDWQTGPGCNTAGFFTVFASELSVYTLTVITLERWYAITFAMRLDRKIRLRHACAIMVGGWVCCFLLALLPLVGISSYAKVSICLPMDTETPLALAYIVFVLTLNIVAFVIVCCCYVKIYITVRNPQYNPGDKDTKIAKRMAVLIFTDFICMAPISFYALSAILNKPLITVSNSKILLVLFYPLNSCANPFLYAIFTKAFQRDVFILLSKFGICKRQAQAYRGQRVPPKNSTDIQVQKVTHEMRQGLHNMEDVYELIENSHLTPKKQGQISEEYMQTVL
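Freshly harvested TSHR cells receive pin-tooled compound, then EC80 TSH at 4nM final. After 2 hours at 37 deg C, antibody in lysis buffer and cAMP-d2 are added; 30 minutes at ambient temperature precede the HTRF read.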
Mito fusion act – inhibitors of mitochondrial division or activators of mitochondrial fusion. S. cerevisiae fusion-defective mutant growth rescue, CellTiterGlo 48 h. Potency, µM (doses to about 46.1 µM), without a hit: at the highest dose growth rescue (activation), most hits filed as activators. 320,000 compounds, 0.23% hits. AID 485298;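 also: potency is read from the fitted curve at half-maximal effect; % of control where 0% means no effect; nearly all actives have a fitted effect of over 45% in size; temperature-sensitive fusion mutants such as fzo1-1 at 37 °C on non-fermentable ethanol glycerol medium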
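S. cerevisiae fusion-defective temperature-sensitive mutants (e.g. fzo1-1, mgm1-5) grown 48 h at 37C in YPEG (ethanol/glycerol non-fermentable) medium with 23 nl compound per well; growth rescue read as CellTiterGlo luminescence.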
The depositor's hits bear a star; i = inactive; ? = inconclusive; . = not tested or not shown; & = joins results of further samples; [ ] = dose if it differs, or a comment. Unless noted, calls follow the shape of the dose curve; as a rule, active = well fitted curve in the direction sought with a large enough effect; inconclusive = small, poorly fitted or top-dose-only effect, or another doubt; inactive = no such curve, though single readings can be large; an effect the other way counts as inactive or inconclusive.

#1 CC(C)NS(=O)(=O)c1ccc(OCC(=O)NCC2CCCO2)c(Cl)c1 (stereo not drawn)
#2 CCN(CC)c1ccc(C2CC(=O)Nc3cc(OC)c(OC)cc32)cc1 (stereo not drawn)
#3 Cc1ccc(CNC(=O)CC2Nc3c4ccccc4nc(=S)n3C2=O)cc1 (stereo not drawn)
#4 Cc1cccc(-n2c(=O)[nH]c3c(C(N)=O)nc(C(C)C)nc32)c1
#5 CC1CCCN(C(=O)COC(=O)Cn2cnc3ccccc32)C1 (stereo not drawn)
Screen / compound no.	1	2	3	4	5
Integrin act MD	17%	-40%	.	-23%	22%
A-T KAP1 phos	3%	0%	-4%	-3%	1%
MBNL1-CUG inh	-5%	11%	4%	4%	.
TCR activator	-3%	0%	.	1%[46.1 µM]	-9%[46.1 µM]
CXXC DNA block	6%	3%	-2%	-9%	.
PTAP TSG101 blk	-9%	-4%	.	-8%	-5%
Menin MLL FP TR	0%	1%	4%	12%	.
ASM inhibitor	5%	3%	.	86%[activator]	7%
TSHR antag	4	-7	14	-8	-2
Mito fusion act	-1%	0%	1%	0%	.

Three compounds out of the list above, arranged by their value in Menin MLL FP TR, ascending:
# | SMILES | Menin MLL FP TR
2 | CCN(CC)c1ccc(C2CC(=O)Nc3cc(OC)c(OC)cc32)cc1 (stereo not drawn) | 1%
3 | Cc1ccc(CNC(=O)CC2Nc3c4ccccc4nc(=S)n3C2=O)cc1 (stereo not drawn) | 4%
4 | Cc1cccc(-n2c(=O)[nH]c3c(C(N)=O)nc(C(C)C)nc32)c1 | 12%

(list continues)
#6 Cc1cc(C)cc(NCc2cc3c(cc2[N+](=O)[O-])OCO3)c1
#7 CS(=O)(=O)N(Cc1ccc(Cl)cc1)c1ccc(C(=O)NCCSc2ccccn2)cc1
#8 COc1ccc(CCNC(=O)C(C)OC(=O)c2nsc(Cl)c2Cl)cc1OC (stereo not drawn)
#9 O=S(=O)(c1ccccc1)N1CCN(C2CCN(Cc3ccccc3)CC2)CC1
#10 Cc1cccc(-n2nnnc2SCc2csc(-c3ccccc3)n2)c1
Screen / compound no.	6	7	8	9	10
Integrin act MD	-15%	3%	-46%[inhibitor]	-12%	11%
A-T KAP1 phos	-5%	1%	-6%	-7%	15%
MBNL1-CUG inh	?	.	-2%	1%	-5%
TCR activator	2%	-1%	3%	-7%	-1%[46.1 µM]
CXXC DNA block	-1%	3%	-4%	8%	8%
PTAP TSG101 blk	-2%	2%	0%	-3%	-3%
Menin MLL FP TR	?	-1%	-5%	0%	-13%
ASM inhibitor	-4%	-11%	1%	6%	-5%
TSHR antag	13	2	1	-7	-11
Mito fusion act	0%	-6%	1%	5%	6%

#11 Cc1ccc(NC(=O)C2C3/C=C\CCCCC32)cc1 (stereo not drawn)
#12 Oc1cc(NCCc2cccnc2)cc2cccnc12
#13 CCOC(=O)C1CCCN(Cc2nc(N)nc(Nc3ccc(Cl)cc3)n2)C1 (stereo not drawn)
#14 NC(=O)c1cc(NC(=O)COC(=O)CCCN2C(=O)c3cccc4cccc(c34)C2=O)cc(C(N)=O)c1
#15 Cc1[nH]c2ccc3ccccc3c2c(=O)c1C/C=C/Cl
Screen / compound no.	11	12	13	14	15
Integrin act MD	1%	.	-7%	24%	-20%
A-T KAP1 phos	11%	22%&2%	-4%	1%	-2%
MBNL1-CUG inh	3%	.	-6%	.	23%
TCR activator	-3%[46.1 µM]	-1%	-2%	6%	.
CXXC DNA block	5%	.	6%	.	17%
PTAP TSG101 blk	-1%	-10%	-8%	-15%	-2%
Menin MLL FP TR	-12%	.	25%	.	18%
ASM inhibitor	1%	25%	0%	0%	-4%
TSHR antag	-14	6&-4	-3	-22	9
Mito fusion act	-4%	-1%	-8%	.	0%

#16 O=C(NNS(=O)(=O)c1ccccc1[N+](=O)[O-])c1cccc(Br)c1
#17 CC1CCCN(CCCN2C(=O)C3C(C(=O)Nc4cccc(Cl)c4)C4C=CC3(O4)C2C(=O)NC2CCCCC2)C1 (stereo not drawn)
#18 O=C(COC(=O)c1ccccc1)NC12CC3CC(CC(C3)C1)C2
#19 COc1cccc(C(Nc2ccccn2)c2oc(CO)cc(=O)c2O)c1 (stereo not drawn)
#20 Cc1ccc(Cl)cc1NC(=O)Cn1cc2c(n1)CCCC2
Screen / compound no.	16	17	18	19	20
Integrin act MD	4%	-41%	-11%	0%	9%
A-T KAP1 phos	-6%	1%	6%	1%	10%
MBNL1-CUG inh	-6%	2%	.	-1%	-8%
TCR activator	2%	2%	-4%	-1%	-2%
CXXC DNA block	-3%	-1%	.	-16%	-4%
PTAP TSG101 blk	0%	-1%	1%	-6%	-9%
Menin MLL FP TR	1%	?	.	5%	-3%
ASM inhibitor	1%	-1%	-2%	5%	4%
TSHR antag	-1	0	-10	7	1
Mito fusion act	-3%	-4%	5%	-2%	2%

#21 COc1ccccc1NS(=O)(=O)c1cccc(C(=O)N2CCCCCC2)c1
#22 COc1ccccc1C(=O)NNC(=O)C(=O)Nc1cccc(Cl)c1C
#23 Cc1ccc(/C=N/NC(=O)c2ccco2)s1
#24 Cc1ccc(-c2cc(-c3ccccc3)c(C#N)c(N)n2)o1
#25 CNS(=O)(=O)c1ccc(OC)c(-c2nnc3c4ccccc4c(C)nn23)c1
Screen / compound no.	21	22	23	24	25
Integrin act MD	9%	10%	0%	-20%	-21%
A-T KAP1 phos	4%	0%	4%	25%	-5%
MBNL1-CUG inh	.	4%	?	?	-5%
TCR activator	1%	-4%	0%	-9%	5%
CXXC DNA block	.	-1%	25%	-5%	-5%
PTAP TSG101 blk	-4%	0%	-5%	-4%	-6%
Menin MLL FP TR	.	-7%	-15%	14%	8%
ASM inhibitor	-1%	-1%	4%	i	-3%
TSHR antag	6	2	-9	-4	22
Mito fusion act	7%	-50%[inhibitor]	-2%	1%	-1%

#26 O=C(NCc1cccnc1)Nc1cccc(NC(=O)NCc2cccnc2)c1F
#27 O=S(=O)(NCc1ccccc1Br)c1ccccc1Br
#28 Cn1c(SCC(=O)NNC(=S)Nc2ccccc2)nnc1-c1ccccc1
#29 COc1ccc(C(=O)NC(=S)NCc2ccco2)cc1
#30 Cc1cc(=O)n2[nH]c(-c3ccc(Cl)cc3)cc2n1
Screen / compound no.	26	27	28	29	30
Integrin act MD	-33%	9%	?	-18%	25%
A-T KAP1 phos	1%	-13%	-9%	-5%	3%
MBNL1-CUG inh	7%	.	2%	-1%	-19%
TCR activator	-3%	2%	2%	-12%	-4%
CXXC DNA block	7%	.	-4%	2%	-3%
PTAP TSG101 blk	0%	1%	-3%	-3%	-2%
Menin MLL FP TR	.	.	.	.	-3%
ASM inhibitor	1%	-6%	5%	5%	-3%
TSHR antag	1	-24	-10	-3	1
Mito fusion act	-4%	11%	3%	-4%	-3%

#31 C#CCOCCOCCOCCNc1nc(N2CCOCC2)nc(N2CCN(C(=O)Cn3cc(CCCCN)nn3)CC2)n1
#32 COCCN(C(=S)Nc1ccc(C(C)C)cc1)C(C)c1cccs1 (stereo not drawn)
#33 Nc1cc(=O)[nH]c(=O)n1Cc1ccco1
#34 CC(C)(C)n1ncc2c(=O)n(CC(=O)NCc3ccco3)cnc21
#35 Cc1ccc(S(=O)(=O)N2CCN(C(=O)CN3CCOCC3)C2C(C)C)cc1 (stereo not drawn)
#36 C=C(C)C(O)Cc1c(OC)ccc(C(=O)/C=C/c2ccc(O)cc2)c1O (stereo not drawn)
Screen / compound no.	31	32	33	34	35	36
Integrin act MD	13%	20%	-15%	15%	15%	1%
A-T KAP1 phos	.	1%	-3%	6%	7%	4%
MBNL1-CUG inh	.	3%	-9%	3%	-11%	.
TCR activator	-5%	0%	-4%	-3%[46.1 µM]	-4%	0%
CXXC DNA block	.	3%	0%	-1%	-3%	.
PTAP TSG101 blk	-4%	-2%	1%	-5%	-3%	4%
Menin MLL FP TR	.	26%	3%	0%	19%	.
ASM inhibitor	3%	7%	6%	3%	3%	-15%
TSHR antag	.	5	3	37	3	-18
Mito fusion act	.	-3%	-4%	-27%	-4%	.

From PubChem BioAssay

Some of the compounds tested. The share of hits here may be higher or lower than overall.
